Compound activity as filed in PubChem.
p53ts 32C kill = qHTS Screen for Compounds that Selectively Target Cancer Cells with p53 Mutations: Cytotoxicity of p53ts Cells at the Permissive Temperature | H1299-p53A138V at 32C, ATP luminescence viability, 24 h | 0.93% of 130,000 active | AID 924, 2007 | Potency, µM (top dose mostly 46.1 µM), inactives show top-dose activity change, negative = cytotoxicity, hits mostly cytotoxic;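 also: 0% = DMSO and -100% = full killing by reference compound; nearly all actives have a fitted effect of over 55% in size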
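ATP-content luminescence (ATPlite) read-out after 24 h compound exposure at 32C in H1299-p53A138V cells (600/well). Tested up to 46 uM. Normalized to DMSO (0%) and 100 uM tamoxifen (100% killing); Hill-fit AC50.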
Imprint erasure = qHTS Assay for Compounds that Induce Erasure of Genomic Imprints. mouse ES Peg3-LacZ reporter, beta-gal luminescence, 40 h. Potency, µM (top dose mostly 60.7 µM), inactives show top-dose activity change, positive = activation, actives largely listed as activators. 0.02% of 110,000 active. AID 1948, 2009;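 also: 0% = negative control wells on the plate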
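Imprint erasure is scored as LacZ activity from the silenced maternal Peg3 allele in feeder-free female ES cells cultured 40 h with LIF. Luminescence is normalized to in-plate negative controls and fitted to the Hill equation.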
IkB sig inh = IkB Signaling. ABC-DLBCL IkBa-CBG/CBR dual luciferase ratio, 4 h; response scale: scaled: untreated 0%, proteasome inhibitor 100%. Potency, µM (highest dose often 57.1 µM), without a hit: at the highest dose IkBa stabilization activation. 0.04% of 110,000 active; active = well fitted curve in the direction sought with a large enough effect in the signal ratio, not every such curve was filed as active; inconclusive = small, poorly fitted or top-dose-only effect, or a change in a side signal; the % refers to the signal ratio;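 also: the direction sought is a rising ratio; 0% = basal untreated cells and 100% = reference inhibitor full response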
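Luminescence ratio of IκBα-fused green versus native red beetle luciferase in OCI-Ly3 cells, 4 h post-doxycycline with compound; red signal alone, scaled from basal (0%) to zero light (-100%), flagged nonspecific or cytotoxic effects.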
p53ts 39C tox = qHTS Screen for Compounds that Selectively Target Cancer Cells with p53 Mutations: Cytotoxicity of p53ts Cells at the Nonpermissive Temperature; H1299-p53A138V viability at 39C, ATP luminescence, 24 h; Potency, µM (titrated, usually from 46.1 µM), for inactives: top-dose activity change, negative = cell killing, usual class: cytotoxic; 1.5% of 130,000 active; AID 902, 2007; also: nearly all actives have a fitted effect of over 55% in size
Active calls of the source: *; u = inconclusive; x = not tested or not shown; [ ] = remark or other dose. Unless noted, calls follow the shape of the dose curve; as a rule, active = well fitted curve in the direction sought with a large enough effect; inconclusive = small, poorly fitted or top-dose-only effect, or another doubt; inactive = no such curve, though single readings can be large; an effect the other way counts as inactive or inconclusive. Unless noted, % is scaled to controls: 0 for no effect and ±100 for the full control effect; potency is read from the fitted curve at half-maximal effect.

SMILES	p53ts 32C kill	Imprint erasure	IkB sig inh	p53ts 39C tox
O=C(NCc1ccco1)C1CCC(N2C(=O)c3ccccc3C2=O)CC1 (stereo not drawn)	5%	-4%	0.0%	10%
O=C(CSc1nnnn1-c1cccc(F)c1)Nc1nc2ccccc2s1	-1%	x	x	-28%
O=C(Nc1ccc(F)cc1)N1CCC(c2nc3c(nnn3Cc3cccc(Cl)c3)c(=O)[nH]2)CC1	-11%	-36%[inhibitor]	u	-11%
COc1ccc(N2CCN(c3oc(-c4ccccc4OC)nc3C#N)CC2)cc1	1%	-15%	-0.6%	0%
O=C(c1c(F)c(F)c(F)c(F)c1F)N1CCN(c2cccc(C(F)(F)F)c2)CC1	2%	2%	u	-6%
Cc1ccc(Nc2nnc(SC/C(O)=C(\C#N)c3nc4ccccc4[nH]3)s2)c(C)c1	u	x	x	-9%
COc1cc(CN(C(=O)c2ccccc2Br)c2ccccn2)cc(OC)c1OC	-4%	-4%[10.9 µM]	u	-4%
COc1cccc(OC)c1C(=O)Nc1cccc(-c2nc3cc(C)cc(C)c3o2)c1	-4%	-8%[10.9 µM]	u	18%
CCOC(=O)C1CCCN(S(=O)(=O)c2cc(-c3cc(C)no3)ccc2OC)C1 (stereo not drawn)	0%	19%[10.9 µM]	-3.5%	13%
O=C(COc1ccc(F)cc1)Nc1nnc(S(=O)(=O)N2CCCC2)s1	4%	-9%[10.9 µM]	4.6%	-27%
CCOCCCn1c(=N)c(C(=O)NCC2CCCO2)cc2c(=O)n3cc(C)ccc3nc21 (stereo not drawn)	5%	-7%[10.9 µM]	-2.2%	18%
Cc1cccc(-c2noc(CNC(=O)c3ccc(C)cc3C)n2)c1	-6%	-9%[10.9 µM]	u	-12%
COCCNC(=O)Cn1cnc2sc(C)c(S(=O)(=O)N3CCN(c4ccccc4OC)CC3)c2c1=O	8%	-6%[10.9 µM]	-1.6%	6%
CCOc1ccccc1NC(=O)CSc1nc2c(oc3ccccc32)c(=O)n1Cc1ccco1	14%	-1%[10.9 µM]	1.1%	1%
O=C(CCc1nc(-c2ccccc2F)no1)NC1CCN(Cc2ccccc2)CC1	4%	-6%	0.8%	-2%
CCN(CC)c1ccc(C2C(C(=O)Nc3ccccc3C)=C(C)Nc3ncnn32)cc1 (stereo not drawn)	-2%	-14%[10.9 µM]	u	3%
Cc1ccc(-n2ncc3c(N4CCC(C(N)=O)CC4)ncnc32)cc1	-26%	-15%[10.9 µM]	-1.0%	u
CCC(C)(C)NC(=O)C(c1ccco1)N(C(=O)CNC(=O)c1cccs1)c1cccnc1 (stereo not drawn)	0%	x	x	6%
CC1CCCCN1C(=O)CSc1ccc(-c2ccc(F)cc2)nn1 (stereo not drawn)	-12%	-47%[inhibitor]	1.9%	-23%
CCOc1ccc(C(N)=O)cc1OC	8%	2%	-0.9%	-1%
Nc1nc(CN2CCN(c3ccccn3)CC2)nc(Nc2ccc(F)cc2)n1	-20%	-16%	2.4%	11%
COc1ccc(N2CCN(CCCNS(=O)(=O)c3ccc4c(c3)oc(=O)n4C)CC2)cc1	-3%	-16%	2.5%	10%
c1cncc(-c2nc3ccccn3c2Nc2ccc3c(c2)OCCO3)c1	-6%	-18%	-0.8%	-2%
O=C(NCc1nnc(SCc2ccc(F)cc2)n1-c1ccc(F)cc1)C12CC3CC(CC(C3)C1)C2	-3%	x	x	6%
CCOCCCNC(=O)C(NC(=O)c1cnccn1)c1ccc(OC)cc1 (stereo not drawn)	2%	26%	0.5%	-12%
Cc1nc2ccn(Cc3ccccc3)c(=O)c2cc1C(=O)N1CCN(c2ccccc2F)CC1	6%	-8%[10.9 µM]	u	u
CCOc1ccc(-c2nnc3sc(COc4ccc(Cl)cc4)nn23)cc1	7%	18%	1.2%	12%
N#CCSc1nc2scc(-c3cccs3)c2c(=O)n1CCc1ccccc1	-5%	-10%	1.6%	4%
Cc1ccc(CC2SC(=O)NC2=O)cc1Cl (stereo not drawn)	2%	-6%	0.2%	-2%
COC(=O)C(C)Oc1ccc(=O)[nH]n1 (stereo not drawn)	1%	-11%	0.1%	-5%

Four entries picked at random from the list so far, as already listed:
SMILES	p53ts 32C kill	Imprint erasure	IkB sig inh	p53ts 39C tox
N#CCSc1nc2scc(-c3cccs3)c2c(=O)n1CCc1ccccc1	-5%	-10%	1.6%	4%
COC(=O)C(C)Oc1ccc(=O)[nH]n1 (stereo not drawn)	1%	-11%	0.1%	-5%
CCOc1ccc(-c2nnc3sc(COc4ccc(Cl)cc4)nn23)cc1	7%	18%	1.2%	12%
Cc1nc2ccn(Cc3ccccc3)c(=O)c2cc1C(=O)N1CCN(c2ccccc2F)CC1	6%	-8%[10.9 µM]	u	u

(more compounds)
SMILES	p53ts 32C kill	Imprint erasure	IkB sig inh	p53ts 39C tox
CC(=O)NC(Cc1cnc[nH]1)C(=O)O (stereo not drawn)	4%	-2%	0.1%	8%
COc1ccccc1N1CCN(C(=O)CCNS(=O)(=O)c2ccc(Br)s2)CC1	-16%	-17%	1.9%	-12%
Cc1ccc(NC(=O)C2CCN(S(=O)(=O)c3cccc4nonc34)CC2)c(Cl)c1	3%	-3%[10.9 µM]	-0.1%	24%
CCN(CC)c1ccc(/C=C/C(=O)c2ccc(Br)cc2)cc1	12%	x	x	-24%
O=C(CCN1C(=O)C2C3C=CC(C3)C2C1=O)N1CCN(c2ccc(F)cc2)CC1 (stereo not drawn)	17%	-9%	0.6%	-5%
CCCOc1ccc(C2(C(=O)O)CCCC2)cc1	-1%	-8%	1.5%	4%
C/C(=C\c1ccco1)C1C(C#N)=C(N)OC2=C1C(=O)CC(C)(C)C2 (stereo not drawn)	-1%	-11%	6.3%	-5%
CC(=O)N1CCc2cc(S(=O)(=O)NC(Cc3ccccc3)C(=O)Nc3cc(C)cc(C)c3)ccc21 (stereo not drawn)	5%	6%[10.9 µM]	u	9%
COc1ccc(/C=C/C(=O)N2CCC(c3nc4ccccc4o3)CC2)cc1	-6%	-13%[10.9 µM]	u	-19%
COc1ccc(C(CNC(=O)COc2ccc(C)c(C)c2)N2CCCCC2)cc1 (stereo not drawn)	2%	-13%[10.9 µM]	u	-12%
COc1ccc(CCNC(=O)CCCn2c(=O)c3ccccc3n(CC(=O)Nc3ccc(C)cc3Cl)c2=O)cc1OC	u	-2%[10.9 µM]	2.1%	11%
CS(=O)(=O)Nc1ccc(S(=O)(=O)N2CCOCC2)cc1	-1%	x	x	-3%
COc1[nH]c(/N=C/c2ccccc2)c(C#N)c1C#N	-4%	-24%	-1.0%	3%
CCOc1cccc(NC(=O)C(Cc2cccs2)c2nn[nH]n2)c1 (stereo not drawn)	11%	-4%	1.2%	2%
CC1CCc2onc(C(=O)N3CCN(c4ccc(F)cc4)CC3)c2C1 (stereo not drawn)	-7%	18%[10.9 µM]	-1.5%	-14%

Some entries already given, limited to IkB sig inh and p53ts 39C tox.
| structure | IkB sig inh | p53ts 39C tox |
| --- | --- | --- |
| CC1CCCCN1C(=O)CSc1ccc(-c2ccc(F)cc2)nn1 (stereo not drawn) | 1.9% | -23% |
| CC(=O)N1CCc2cc(S(=O)(=O)NC(Cc3ccccc3)C(=O)Nc3cc(C)cc(C)c3)ccc21 (stereo not drawn) | u | 9% |
| CC(=O)NC(Cc1cnc[nH]1)C(=O)O (stereo not drawn) | 0.1% | 8% |
| Cc1nc2ccn(Cc3ccccc3)c(=O)c2cc1C(=O)N1CCN(c2ccccc2F)CC1 | u | u |

Further records follow.
SMILES	p53ts 32C kill	Imprint erasure	IkB sig inh	p53ts 39C tox
CCOC(=O)c1cc(-c2ccccc2)n(CCC(=O)NC(C)CC)c1C (stereo not drawn)	14%	x	x	-19%
Cc1ccc(NC(=O)Cn2ncn3c(cc4ccccc43)c2=O)cc1F	-8%	-7%[10.9 µM]	0.0%	-29%
CCOC(=O)c1cc(S(=O)(=O)NCc2ccc(Cl)cc2)[nH]n1	3%	-3%[10.9 µM]	0.4%	-17%
COc1ccc(CNC(=O)C2CCCN(S(=O)(=O)c3c(C)nn(C)c3C)C2)cc1 (stereo not drawn)	-6%	-7%	3.5%	10%
CCN(CC)S(=O)(=O)c1ccc(F)cc1	2%	3%	-0.6%	9%
CCCCOc1c(Br)cc(/C=N/O)cc1OCC	-3%	x	x	-6%
Cc1ccccc1Cn1c(=O)n(Cc2ccco2)c(=O)c2oc3ccccc3c21	10%	-10%[10.9 µM]	-0.7%	9%
CCN1CCN(C(=O)c2ccc3c(c2)N(Cc2cccc(F)c2)C(=O)c2ccccc2S3)CC1	7%	-6%[10.9 µM]	-0.4%	2%
CCS(=O)(=O)NCCc1csc(-c2cccnc2)n1	1%	-1%	-2.9%	2%
Cc1ccc(NC(=O)C2CCN(S(=O)(=O)c3cccc4nonc34)CC2)cc1C	-2%	-13%[10.9 µM]	u	20%
Cc1ccc(CCNC(=O)c2ccc(CSCc3ccc(C)cc3)o2)cc1	8%	-10%[10.9 µM]	u	-22%
COc1ccc(C(=O)NCC(c2ccc(N(C)C)cc2)N2CCc3ccccc32)cc1OC (stereo not drawn)	-4%	-8%[10.9 µM]	u	-18%
CCOC(=O)C1CCN(Cc2ccc(O)c(OC)c2)CC1	1%	-21%	4.4%	23%
CCOC(=O)CSc1nc2ccccc2c(=O)n1CC1CCCO1 (stereo not drawn)	-2%	x	-2.1%	0%
Cc1ccc(-c2cc(C(=O)N/N=C/c3c[nH]c4ccccc34)n[nH]2)o1	u	x	x	-12%
CCOC(=O)C1CCCN(C(=O)c2cc3c(-c4cccc(OC)c4)nn(C)c3s2)C1 (stereo not drawn)	-7%	-29%	u	-17%
O=C(CCCCn1c(=O)c2ccccc2n(CC(=O)NC2CCCC2)c1=O)NCc1ccco1	-9%	-6%	-0.8%	-4%
O=C(Nc1cccc(OCc2cc(=O)n3ccccc3n2)c1)Nc1cccc(C(F)(F)F)c1	6%	-7%[10.9 µM]	u	10%
COc1ccccc1CNC(=O)C1CCN(S(=O)(=O)c2c(C)noc2/C=C/c2c(C)cc(C)cc2C)CC1	14%	-22%[10.9 µM]	1.3%	22%
COc1ccc(C(=O)NCC(c2ccc(N(C)C)cc2)N2CCCC2)cc1 (stereo not drawn)	-14%	-20%[10.9 µM]	u	5%
CN1CC(=O)N(CC(=O)Nc2ccc(N(C)C)cc2)c2ccccc2C1=O	-1%	x	3.8%	7%
COc1ccc(NC(=O)CSc2nc(-c3cccc(C)c3)[nH]c2-c2ccccc2)cc1OC	17%	-10%[10.9 µM]	u	-9%
COc1ccc(S(=O)(=O)N(CC(=O)N2CCN(c3ccccc3OC)CC2)c2ccccc2)cc1	7%	-13%	u	5%
Brc1cccc(-c2nc(-c3ccncc3)no2)c1	-16%	-45%[inhibitor]	4.7%	-7%
CC(/C=N/NC(=O)c1cc(C(C)C)[nH]n1)=C\c1ccccc1	3%	x	x	-17%
CCS(=O)(=O)Nc1cc(-c2cn3ccc(C)cc3n2)ccc1C	u	-11%[10.9 µM]	-1.0%	13µM*
CCOC(=O)c1c(NC(=O)COc2c(C)cc(Cl)cc2Cl)sc2c1CCCC2	8%	-13%[10.9 µM]	3.0%	17%
NC[C@@H]1O[C@@H](O[C@H]2[C@@H](O)[C@H](O[C@@H]3[C@H](O)[C@H](N)C[C@H](N)[C@H]3O[C@@H]3O[C@@H](CO)[C@H](O)[C@H](O)[C@@H]3N)O[C@H]2CO)[C@H](N)[C@H](O)[C@@H]1O	-10%	x	u	4%
Cc1ccc(-c2csc3n[nH]c(=S)n23)cc1	11%	-16%	0.9%	5%
CC(C)CCn1nc(C(=O)OC(C)C(=O)NC(N)=O)c2ccccc2c1=O (stereo not drawn)	-2%	9%	-3.1%	-5%
O=C(CSc1nc2ccccc2nc1Cc1ccc(Cl)cc1)Nc1ccc2c(c1)OCO2	2%	-7%[10.9 µM]	-3.0%	-3%
Cc1ccc(CN2C3=NCCCN3c3ccccc32)cc1	2%	-8%	5.8%	10%
O=C(CCn1c(=O)c2sccc2n(Cc2cccc(F)c2)c1=O)NCc1ccc2c(c1)OCO2	8%	-2%[10.9 µM]	-0.3%	-1%
COc1ccc(CCNC(=O)c2ccc3[nH]c(C)c(C)c3c2)cc1OC	-14%	-6%[10.9 µM]	-4.2%	-6%
